# AmpC inh detg = qHTS Inhibitors of AmpC Beta-Lactamase (assay with detergent); AmpC hydrolysis of nitrocefin, absorbance 480 nm, 0.01% Triton; Potency, µM (series often up to 114 µM), without a hit: at the highest dose activity change, negative = inhibition, hits mostly inhibitors; actives 0.041% (n = 370,000); AID 485294, 2010;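 further: potency means the concentration at half of the fitted maximal effect; 0% = no-compound wells and -100% = no-enzyme wells; nearly all actives have a fitted effect of over 25% in size; some results filed as inactive show a strong effect at the top dose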
# Target sequence (P00811 whole entry, looked up): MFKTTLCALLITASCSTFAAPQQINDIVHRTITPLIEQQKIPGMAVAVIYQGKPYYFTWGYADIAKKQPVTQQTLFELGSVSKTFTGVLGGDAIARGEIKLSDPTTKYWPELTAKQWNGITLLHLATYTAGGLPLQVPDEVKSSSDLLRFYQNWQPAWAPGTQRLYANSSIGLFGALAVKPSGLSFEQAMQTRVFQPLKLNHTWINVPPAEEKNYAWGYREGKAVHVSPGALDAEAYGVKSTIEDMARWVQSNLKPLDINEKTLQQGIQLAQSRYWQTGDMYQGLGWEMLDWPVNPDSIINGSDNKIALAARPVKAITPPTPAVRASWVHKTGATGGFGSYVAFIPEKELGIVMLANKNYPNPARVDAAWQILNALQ
#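 20 mM phosphate pH 7.0 + 0.01% (detergent screen) or 0.0001% Triton X-100; 5.3 nM AmpC reagent; cpd preinc 15 min RT; nitrocefin (800 uM stock) to start; A480 q20 s × 4 min; Activity was normalised to no-enzyme and no-compound control wells.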
# HCMV inh = qHTS Assay for inhibitors of the human cytomegalovirus (HCMV). actives 4.5% (n = 410,000). HFF cells, HCMV-luciferase reporter, 72 h; stronger effect = lower value. activity change, negative = inhibition, % at 57.5 µM; in the data active means activity change below about -60%; inconclusive means no clear call, values can overlap the other calls; inactive means above about -39%
#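 Two compound doses tested in HFFs infected with HCMV-luciferase, MOI 1 PFU/cell, 72 h at 37C. Lysate luminescence read with OneGlo; data normalized against buffer-only and 10uM Salinomycin inhibitor controls.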
# FBPA Giardia inh = qHTS Assay for Inhibitors of Fructose-1,6-bisphosphate Aldolase from Giardia Lamblia | A8B2U2 | purified Giardia FBPA | Potency, µM (doses to about 59.6 µM), for inactives: at the highest dose activity, negative = inhibition, usual class: inhibitors | actives 0.71% (n = 290,000) | AID 2451, 2010; further: potency means the concentration at half of the fitted maximal effect; nearly all actives have a fitted effect of over 55% in size
# Target sequence (A8B2U2 whole entry, looked up): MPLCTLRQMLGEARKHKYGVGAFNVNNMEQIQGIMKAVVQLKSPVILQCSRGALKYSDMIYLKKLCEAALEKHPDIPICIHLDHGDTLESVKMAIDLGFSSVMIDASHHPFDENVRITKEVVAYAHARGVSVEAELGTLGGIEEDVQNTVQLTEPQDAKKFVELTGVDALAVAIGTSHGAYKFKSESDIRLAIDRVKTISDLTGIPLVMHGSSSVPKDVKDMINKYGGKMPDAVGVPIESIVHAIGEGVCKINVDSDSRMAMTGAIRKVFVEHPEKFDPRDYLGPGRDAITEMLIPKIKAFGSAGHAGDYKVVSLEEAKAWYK
#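 40 nM FBPA preincubated 10 min at RT with compound (up to 57.5 uM final), then substrate plus GAPDH/TPI/NAD/arsenate coupling and diaphorase/resazurin added. Fluorescence read after 20 min at RT, 525/598 nm.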
# AmpC inh no detg = qHTS Inhibitors of AmpC Beta-Lactamase (assay without detergent) | Potency, µM (doses to about 57.1 µM), for inactives: at the highest dose activity change, negative = inhibition, most hits filed as inhibitors | actives 0.52% (n = 330,000) | AmpC nitrocefin hydrolysis, absorbance 480 nm, 0.0001% Triton;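 further: potency means the concentration at half of the fitted maximal effect; plate controls were no compound for no effect and no enzyme for full effect; nearly all actives have a fitted effect of over 20% in size; some results filed as inactive show a strong effect at the top dose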
#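 20 mM phosphate pH 7.0 + 0.01% (detergent screen) or 0.0001% Triton X-100; 5.3 nM AmpC reagent; cpd preinc 15 min RT; nitrocefin (800 uM stock) to start; A480 q20 s × 4 min; Activity was normalised to no-enzyme and no-compound control wells.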
# Sm TGR block = qHTS Assay for the Inhibitors of Schistosoma Mansoni Peroxiredoxins | purified TGR, DTNB reduction, TNB absorbance 405 nm | Schistosoma mansoni thioredoxin glutathione reductase (TGR), Q962Y6 | Potency, µM (doses to about 114 µM), without a hit: top-dose activity change, negative = inhibition, most hits filed as inhibitors | actives 3% (n = 360,000) | AID 485364, 2010; further: potency means the concentration at half of the fitted maximal effect; nearly all actives have a fitted effect of over 60% in size
#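 First, TGR (20 nM dispensed) and NADPH were mixed with compound. Second, a 15 min room-temperature incubation followed. Third, further NADPH and then DTNB were added to start the reaction. Finally, TNB absorbance was monitored kinetically.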
# HCV inhibitor = qHTS Assay for Inhibitors of Hepatitis C Virus (HCV) | Huh7.5.1 HCVcc-Cre infection, luciferase reporter, 44 h | Potency, µM (doses to about 41.8 µM), inactives show at the highest dose activity change, negative = inhibition, actives largely listed as inhibitors | actives 3.4% (n = 340,000) | AID 651820, 2012; further: potency means the concentration at half of the fitted maximal effect
#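 Cells (1,000/well) were plated 4 h before compound, then infected with HCVcc-Cre virus (~0.5 moi). After 44 h further culture, infection was read as luciferase luminescence following a 15 min substrate incubation at room temperature.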
# The depositor's hits bear a star; ? = inconclusive; · = no result given; & = joins results of further samples; [ ] = remark or other dose. Unless noted, the call rests on the fitted dose curve; in most records, active means well fitted curve in the direction sought with a large enough effect; inconclusive means small, poorly fitted or top-dose-only effect, or another doubt; inactive means no such curve, though single readings can be large; an effect the other way counts as inactive or inconclusive. Unless noted, on the % scale 0 is the no-effect control and ±100 the full control effect.
structure,HCMV inh,HCV inhibitor,AmpC inh no detg,AmpC inh detg,Sm TGR block,FBPA Giardia inh
COc1cccc(CN2CCN(Cc3cc4ccccc4[nH]3)CC2CCO)c1 (configuration not stated),0.0,4.5%,80.2%[activator],3.3%,-18.1%,-0.1%
COc1ccccc1-c1nc(C(F)(F)F)c(OC)o1,-19.2,3.2%,-5.1%,-4.8%,-10.4%,3.7%
CCCCNC(=O)c1c[nH]c2ccc(S(=O)(=O)Nc3ccc(OCC)cc3)cc2c1=O,7.1,0.7%,-6.2%,-0.4%,3.3%,-2.7%
N#C/C(=C\c1cccnc1)C(=O)Nc1ccc(Cl)cc1,9.7,-1.6%,-18.8%,-2.2%,-32.0%,0.6%
Cc1cccnc1CN1CCN(Cc2nc(C(c3ccccc3)c3ccccc3)no2)CC1,-27.7,-28.5%,198.3%[activator],2.2%,-33.9%,0.1%
COc1ccc(NC(=O)CN(C)C(=O)CNC(=O)C2CCCCC2)cc1,-8.6,8.7%,10.7%,3.4%,-1.0%,·
C[C@H]1COC(=O)[C@@H](Cc2ccc(F)cc2)CC/C=C/C[C@H](CC(=O)N(CCO)Cc2ccccc2)C(=O)N1,-21.8,5.2%,215.8%[activator],·,·,·
Cc1cc(C(=O)COc2cccnc2[N+](=O)[O-])c(C)n1Cc1ccco1,-13.9,?,-30.8%,2.7%,?,?
Cc1cc(Br)c(NC(=O)CN2CC=C(c3ccccc3)CC2)c(Br)c1,?,-4.1%,?,?,4.4%,-4.3%
O=C1S/C(=C\c2ccc(Cl)cc2)C(=O)N1CCn1cnnn1,?,-9.6%,20.7%,-7.3%,9.3%,1.9%
N#CC1=C(N)Oc2n[nH]c(-c3cccs3)c2C1c1ccsc1 (configuration not stated),22.4,9.8%,-31.1%,-3.7%,-34.7%,?
O=[N+]([O-])c1cc(C(F)(F)F)c(Cl)cc1N1CCN(CCO)CC1,55.2,-4.1%,16.8%,-5.5%,-6.2%,3.6%
O=C(C[n+]1cccc(Br)c1)c1cccs1,32.8,-3.7%,0.6%,-13.2%,0.7%,2.8%
Cc1cccc(C(C)(C)C)c1OCCOCCN1CCCC1,-11.5,-21.3%,0.0%,-2.0%,-1.6%,-16.1%
Cc1cc(F)ccc1NC1(c2ccccc2)C(=O)c2ccccc2C1=O,6.5,·,·,-1.9%,8.2%,·
CC(=O)OCC(=O)[C@@]12OC3(CCCC3)O[C@@H]1C[C@H]1[C@@H]3CCC4=CC(=O)C=C[C@]4(C)[C@@]3(F)[C@@H](O)C[C@@]12C,27.7,-10.2%[8.37 µM],119.1%[activator],-13.3%,0.0%,-13.4%
COc1ccc2c(c1)c(=O)c(C(=O)c1ccc(Cl)cc1)cn2CC(=O)Nc1ccc(F)cc1,31.1,8.2%,-7.2%,0.0%,-1.4%,2.7%
COC(=O)C1CCN(C(=O)Nc2ccccc2)CC1,-8.2,14.7%,-4.0%,5.2%,·,3.8%
CCN(CC)c1ccc2cc(-c3nnc(-c4ccncc4)o3)c(=O)oc2c1,4.5,-9.1%&15.1%,-19.7%,-12.4%,-24.6%,-13.9%
Cc1nnc(N/N=C/c2ccccc2F)n1N,1.4,12.9%,14.2%,-6.5%,-4.8%,?
Cc1cc(C)n2nc(SCC(=O)N(CCC#N)c3ccc(F)cc3)nc2n1,-16.3,-1.9%,-16.2%,-5.0%,-2.0%,·
N#CC1=C(N)SC2(CCCCC2)SC1c1ccccc1 (configuration not stated),·,3.1%,-9.5%,1.3%,4.0%,-13.1%
CCOc1ccc(CNC(=O)CN2N=C(c3ccccc3)CCC2=O)cc1OC,6.1,·,·,0.6%,-0.4%,·
Cc1nnc(Sc2c(N)n(C)c(=O)n(C)c2=O)s1,55.8,10.4%,-12.6%,?,3.6%,-0.1%
CC(C)C1CC(=O)NC(SCC(=O)Nc2ccc(Br)cc2)=C1C#N (configuration not stated),-23.6,?,-31.2%,-12.5%,0.8%,0.7%
CCN(C(=O)c1cc2c(=O)[nH]c3ccc(C)cc3c2s1)c1ccc(F)cc1,?,?,60.6%[activator],0.0%,12.8%,-1.3%
COc1ccc(N2Cc3cccc(C(=O)O)c3C2=O)cc1,·,14.8%&26.0%,-10.8%,4.2%,63.8%[activator],-9.2%
O=C(O)c1ccccc1OCC1CCCO1 (configuration not stated),9.1,30.0%[activator],3.3%,1.1%,-16.1%,-1.6%
Cc1cc(Oc2cnn(C(C)(C)C)c(=O)c2Cl)cc(C(C)C)c1,-11.6,23.1%,-30.0%,-0.8%,2.3%,-1.4%
CCOC(=O)C1(CCOc2ccccc2)CCN(Cc2cccc(OC)c2O)CC1,-17.8,?,42.7%,-14.0%,-4.3%,1.6%
CCOC(=O)C(C)On1c(-c2ccc(Cl)cc2)nc2ccc([N+](=O)[O-])cc21 (configuration not stated),40.9,?,-29.7%,0.8%,-23.3%,-14.2%
NC(=O)CSCc1cccc(Br)c1,26.3,7.2%,-17.2%,-2.7%,1.9%,-3.6%
Cc1cccc(C(=O)NC(=S)N2CCN(c3ccc([N+](=O)[O-])cc3)CC2)c1,14.1,0.0%,-40.9%,1.4%,-19.3%,8.1%
Cc1csc(NC(=O)c2cc(C)on2)n1,51.3,13.8%,-8.1%,6.9%,-6.4%,·
CCC(CC)C(=O)c1c[nH]c(C(=O)NN)c1,-38.1,11.5%,-41.1%,?,-4.8%,-6.2%
Cc1ccc(-c2nnn(CC(=O)N(CC3CCCO3)C(C(=O)NCC3CCCO3)c3ccc(F)cc3)n2)o1 (configuration not stated),-22.3,2.5%,114.6%[activator],3.5%,0.2%,-1.7%
Cc1ccc(N(C)C(=O)c2noc3c2CCCCC3)cc1C,-38.5,·,·,17.2%,10.2%,·
Cc1ccc(S(=O)(=O)CCC(=O)N2CCN(c3ccccc3F)CC2)cc1,-30.2,-6.8%,16.6%,-11.1%,3.0%,-9.9%
CC(=O)c1cc2c(cc1NS(=O)(=O)c1cccc(C(=O)O)c1)OCO2,15.9,15.3%,-8.1%,-12.6%,-2.7%,9.0%
Cc1ccc(NC(=O)CCNC(=O)c2ccc(Cl)cc2)cc1C,-38.7,-22.7%,-23.7%,0.7%,-0.2%,-8.7%
Cc1ccccc1NC(=O)NC1(C(=O)NCc2ccco2)CCCCC1,-14.7,-12.9%,0.9%,-8.9%,0.7%,12.3%
COc1ccccc1CN(C)C(=O)CN1CCN(C(=O)c2cccs2)CC1,23.5,13.9%,87.5%[activator],-4.4%,-27.7%,·
CCCCCC(=O)Nc1cccc(C2=NOC3(C2)C[C@H](C(N)=O)N(C(=O)c2ccccc2)C3)c1 (some centres not stated),50.6,-9.9%,95.8%[activator],-0.2%,1.5%,-3.6%
COc1cc2c(cc1OC)CN(C(=O)CCC(=O)c1ccc(F)cc1)CC2,0.0,?,-11.8%,·,·,·
Cc1nc(SCC(=O)OC(C)(C)C)c2c3c(sc2n1)CCCC3,-3.1,·,·,16.2%,0.7%,·
COc1ccc(C2=Nc3ccccc3OC2)cc1,8.3,5.9%,-25.4%,-11.6%,0.0%,-21.9%
Cc1cccc(Cn2c(SCc3ccc(C(=O)N4CCCCCC4)cc3)nc3ccncc32)c1,-90.2*,·,·,-13.3%,-9.7%,·
CN(C)c1ccc(/C=N/NC(=O)CN(c2ccccc2Cl)S(C)(=O)=O)cc1Br,3.3,?,8.2%,-9.5%,4.2%,-13.7%
CCOC(=O)c1c(NC(=O)COc2ccccc2Br)sc2c1CCCCC2,18.7,·,·,13.1%,12.1%,·
O=C(CNS(=O)(=O)c1ccccc1F)OCC(=O)c1c[nH]c2ccccc12,11.4,1.7%,-31.3%,-2.8%,-1.5%,·

# The listing continues:
structure,HCMV inh,HCV inhibitor,AmpC inh no detg,AmpC inh detg,Sm TGR block,FBPA Giardia inh
COc1ccccc1CCNC(=O)C(=O)c1cn(CC(=O)N2CCCC2)c2ccccc12,?,12.2%,137.1%[activator],-6.8%,0.8%,19.3%
O=C(Cc1ccccc1)NCCc1cccc(Cl)c1,-26.6,5.9%,-4.4%,8.6%,-4.6%,0.5%
Cc1nc2cc(Nc3nnc(-c4ccccc4)c4ccccc34)ccc2n1C,20.7,?,86.3%[activator],-1.5%,-26.9%,-0.5%
Cc1ccc2nc(Nc3nc(-c4ccccc4)cc(=O)[nH]3)nc(C)c2c1,-67.3*,?,-31.2%,-2.2%,-24.2%,-3.1%
Cc1cc(-c2cn3ccccc3n2)c(C)n1-c1ccccc1,11.0,?,6.9%,-2.9%,1.1%,-16.0%
O=C(Nc1nnc(COc2ccc(Cl)cc2)s1)c1ccco1,27.0,0.8%,-24.6%,-0.3%,0.0%,-0.6%
CCOc1ccccc1NC(=O)COc1cccnc1[N+](=O)[O-],11.3,?,-9.3%,·,·,·
O=[N+]([O-])c1cccc(-c2ccc(/C=N/n3c(-c4ccccc4)n[nH]c3=S)o2)c1,-0.4,-16.3%,-46.4%,0.2%,0.7%,6.5%
COC(=O)[C@@]1(Cc2ccccc2)[C@H]2C(=O)N(C)C(=O)[C@H]2[C@H]2CN=C(SC)N21,-4.4,29.1%,-5.2%,·,·,·
Cc1[nH]c2ccc(C(=O)OC(C)C(=O)NC3(C#N)CCCCC3)cc2c1C (configuration not stated),-24.5,14.1µM*,-42.7%,?,0.9%,·

# Complete entries, quoted from the list. Order of screens: HCMV inh	HCV inhibitor	AmpC inh no detg	AmpC inh detg	Sm TGR block	FBPA Giardia inh
# `Cc1cc(-c2cn3ccccc3n2)c(C)n1-c1ccccc1` in the list: 11.0	?	6.9%	-2.9%	1.1%	-16.0%
# `Cc1[nH]c2ccc(C(=O)OC(C)C(=O)NC3(C#N)CCCCC3)cc2c1C` (configuration not stated) in the list: -24.5	14.1µM*	-42.7%	?	0.9%	·
# `O=C(Cc1ccccc1)NCCc1cccc(Cl)c1` in the list: -26.6	5.9%	-4.4%	8.6%	-4.6%	0.5%
# `CCOc1ccccc1NC(=O)COc1cccnc1[N+](=O)[O-]` in the list: 11.3	?	-9.3%	·	·	·
# `COC(=O)[C@@]1(Cc2ccccc2)[C@H]2C(=O)N(C)C(=O)[C@H]2[C@H]2CN=C(SC)N21` in the list: -4.4	29.1%	-5.2%	·	·	·

# No enrichment for hits; any-hit rate near 9.9%.
